Assay outcomes (PubChem BioAssay)
12-hLO inh – 12-hLO (ALOX12) enzyme inhibition; P18054; purified 12-hLO, xylenol orange hydroperoxide absorbance; Potency, µM (highest dose often 57.1 µM), inactives show at the top dose activity change, negative = inhibition, usual class: inhibitors; 0.12% of 150,000 active; AID 1452; further: potency means the concentration at half of the fitted maximal effect; nearly all actives have a fitted effect of over 55% in size; many of its hits are not listed in these tables
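Xylenol orange chromogenic assay: hydroperoxide from 12hLO oxidises Fe(II), giving red-shifted Fe(III)-XO absorbance. Conditions: 150 nM enzyme, 40 uM arachidonic acid, 25 mM Hepes pH 7.0, 0.01% Triton X-100, 30 min, room temperature.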
ALOX15B inhib – blocks human 15-lipoxygenase 2 activity. O15296. purified 15hLO-2, xylenol orange hydroperoxide absorbance. Potency, µM (titrated, usually from 57.1 µM), for inactives: top-dose activity change, negative = inhibition, most hits filed as inhibitors. 0.56% of 110,000 active. AID 881; further: potency means the concentration at half of the fitted maximal effect; nearly all actives have a fitted effect of over 60% in size; many of its hits are not listed in these tables
Target sequence (O15296 whole entry, looked up): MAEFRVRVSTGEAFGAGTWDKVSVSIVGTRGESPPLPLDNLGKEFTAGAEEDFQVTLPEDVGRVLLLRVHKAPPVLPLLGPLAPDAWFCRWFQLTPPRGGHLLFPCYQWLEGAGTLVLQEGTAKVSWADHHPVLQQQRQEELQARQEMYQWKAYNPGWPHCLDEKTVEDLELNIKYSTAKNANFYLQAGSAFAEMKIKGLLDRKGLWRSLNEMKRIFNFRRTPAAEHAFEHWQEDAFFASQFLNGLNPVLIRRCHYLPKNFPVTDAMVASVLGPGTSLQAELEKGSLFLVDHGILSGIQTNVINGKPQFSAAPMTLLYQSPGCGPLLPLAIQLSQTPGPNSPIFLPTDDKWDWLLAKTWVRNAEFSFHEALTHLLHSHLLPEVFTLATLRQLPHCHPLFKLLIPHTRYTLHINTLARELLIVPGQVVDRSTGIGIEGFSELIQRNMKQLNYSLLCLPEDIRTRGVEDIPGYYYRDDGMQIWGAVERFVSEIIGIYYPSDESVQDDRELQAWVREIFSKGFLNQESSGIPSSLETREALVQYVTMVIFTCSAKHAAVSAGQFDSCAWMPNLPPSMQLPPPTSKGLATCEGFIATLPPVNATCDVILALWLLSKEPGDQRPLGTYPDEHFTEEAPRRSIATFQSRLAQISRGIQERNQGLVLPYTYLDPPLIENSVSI
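Read-out: hydroperoxide product oxidises ferrous iron, measured as xylenol orange complex via the 573-to-405 nm absorbance ratio after 30 min. Reaction: 50 nM enzyme, 15 min compound preincubation, 45 uM arachidonic acid, 90 min RT, Hepes pH 7.5 with Triton X-100.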
PNC inhibitor – inhibitors of perinucleolar compartment assembly | 3.1% of 140,000 active | PC3M PTB-GFP, PNC prevalence imaging, 16 h; stronger effect = lower value | AID 2417 | activity change (PNC), negative = inhibition, % at 10 µM;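 active means readout at or below -70, meaning at least 70% loss of cells showing the perinucleolar compartment, a nuclear body marking cancer cells; inconclusive means readout between -30 and a set limit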;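 further: plate controls were DMSO wells for no effect and camptothecin positive control wells for full effect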
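PC3M cells stably expressing PTB-GFP, 750–1000 cells/well, treated 16 h at 37 °C with compound (23 nl of library stock), in duplicate. After paraformaldehyde fixation and Hoechst stain, imaged at 20x; PNC prevalence scored by image analysis.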
IMPase cell inh – IMPase inhibition in cells; inhibition (IP1 accumulation), % at 46.1 µM; P97697; CHO-M1 cells, IP1 accumulation, HTRF TR-FRET ratio; 120,000 tested, under 10 active; active means well fitted curve in the direction sought with a large enough effect in the signal ratio, not every such curve was filed as active; inconclusive means small, poorly fitted or top-dose-only effect, or a change in a side signal; inactive means no such curve, though single readings can be large or run the other way; the % refers to the signal ratio;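 further: cells stimulated with carbachol in lithium chloride buffer; plate controls were DMSO basal wells for no effect and reference inhibitor wells for full effect; higher means more IMPase inhibition seen as more IP1 and lower FRET ratio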
Target sequence (P97697 whole entry, looked up): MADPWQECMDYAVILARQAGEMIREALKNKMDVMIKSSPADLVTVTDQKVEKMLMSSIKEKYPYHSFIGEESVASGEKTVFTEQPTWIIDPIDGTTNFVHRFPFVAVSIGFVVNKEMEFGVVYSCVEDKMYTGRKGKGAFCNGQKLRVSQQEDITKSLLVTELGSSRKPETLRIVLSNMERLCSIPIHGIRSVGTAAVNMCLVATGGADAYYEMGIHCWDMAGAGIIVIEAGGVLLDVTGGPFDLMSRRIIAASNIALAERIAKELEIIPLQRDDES
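Cellular IMPase inhibition is scored as a rise in cytosolic IP1, detected by competitive TR-FRET between d2-labelled IP1 and a europium anti-IP1 antibody. M1-expressing CHO cells were stimulated with carbachol for 30 min at 37C, with lithium (50 mM LiCl) present in the buffer.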
Active calls of the source: *; ? = inconclusive; · = not tested or not shown; & = joins results of further samples; [ ] = another dose, or the depositor's remark. Unless noted, the call rests on the fitted dose curve; in most records, active means well fitted curve in the direction sought with a large enough effect; inconclusive means small, poorly fitted or top-dose-only effect, or another doubt; inactive means no such curve, though single readings can be large; an effect the other way counts as inactive or inconclusive. Unless noted, on the % scale 0 is the no-effect control and ±100 the full control effect. Only part of the results is shown, so the mix of outcomes need not match the whole.

structure	ALOX15B inhib	IMPase cell inh	PNC inhibitor	12-hLO inh
O=C(CCC(=O)NCCCc1ccccc1)NCCCc1ccccc1	·	·	?	4%
CCCC(=O)Nc1nnc(CCOC)s1	·	·	-12	24%
O=c1c2ccccc2c(/C=N/c2ncn[nH]2)c(O)n1Cc1ccccc1	1%	5	13	-11%
CCOC(=O)CN1C(=O)C(O)(CC(=O)c2cccc(OC)c2)c2ccccc21 (stereo not given)	-6%	-9	-21	0%
O=C1O/C(=C/C(=O)N2CCOCC2)c2ccccc21	·	-10	25	-4%
CCSc1nnc(-c2ccccc2NC(C)=O)c(=O)[nH]1	·	-2	-10	4%
Cc1cc(Cl)ccc1NC(=O)CCC(=O)O	·	·	-84*	0%
O=P(O)(O)O[C@@H]1O[C@H](CO)[C@@H](O)[C@H](O)[C@@H]1O	1%[11.4 µM]	·	·	-4%[11.4 µM]
CCOc1ccccc1NC(=O)CCCc1nc2ccccc2c(=O)[nH]1	11%	1	?	4%
O=C(NCC(=O)N(c1ccc2c(c1)OCCO2)C(C(=O)NC1CCCC1)c1ccco1)c1ccco1 (stereo not given)	·	0	?	15%
COc1ccc2c(c1)OC(O)(C(F)(F)C(F)F)CC2=O (stereo not given)	4%	-3	4	-2%
CCOC(=O)CNC(=O)c1cn(C)c(=O)c2cc(OC)c(OC)cc12	2%	?	-4	6%
COC(=O)c1ccc(NC(=O)CSc2nnc(-c3ccncc3)n2N)cc1	-1%	?	-17	0%
Cn1c(=O)c2ncn(CC(=O)NCCOc3ccccc3)c2n(C)c1=O	-3%	7	26	0%
Cc1ccc(CSc2nnc3c(n2)OC2(Nc4ccccc4-3)C(=O)Nc3ccc(F)cc32)cc1 (stereo not given)	-25%	10	13	-18%

In a second layout: entries from further up
Each structure is followed by: ALOX15B inhib, IMPase cell inh, PNC inhibitor, 12-hLO inh
- CCOC(=O)CN1C(=O)C(O)(CC(=O)c2cccc(OC)c2)c2ccccc21 (stereo not given)
  -6%, -9, -21, 0%
- O=C1O/C(=C/C(=O)N2CCOCC2)c2ccccc21
  ·, -10, 25, -4%
- CCSc1nnc(-c2ccccc2NC(C)=O)c(=O)[nH]1
  ·, -2, -10, 4%
- Cc1cc(Cl)ccc1NC(=O)CCC(=O)O
  ·, ·, -84*, 0%
- O=P(O)(O)O[C@@H]1O[C@H](CO)[C@@H](O)[C@H](O)[C@@H]1O
  1%[11.4 µM], ·, ·, -4%[11.4 µM]
- CCOc1ccccc1NC(=O)CCCc1nc2ccccc2c(=O)[nH]1
  11%, 1, ?, 4%
- O=C(NCC(=O)N(c1ccc2c(c1)OCCO2)C(C(=O)NC1CCCC1)c1ccco1)c1ccco1 (stereo not given)
  ·, 0, ?, 15%
- COc1ccc2c(c1)OC(O)(C(F)(F)C(F)F)CC2=O (stereo not given)
  4%, -3, 4, -2%
- CCOC(=O)CNC(=O)c1cn(C)c(=O)c2cc(OC)c(OC)cc12
  2%, ?, -4, 6%
- COC(=O)c1ccc(NC(=O)CSc2nnc(-c3ccncc3)n2N)cc1
  -1%, ?, -17, 0%
- Cn1c(=O)c2ncn(CC(=O)NCCOc3ccccc3)c2n(C)c1=O
  -3%, 7, 26, 0%
- Cc1ccc(CSc2nnc3c(n2)OC2(Nc4ccccc4-3)C(=O)Nc3ccc(F)cc32)cc1 (stereo not given)
  -25%, 10, 13, -18%

Later entries
structure	ALOX15B inhib	IMPase cell inh	PNC inhibitor	12-hLO inh
CC1CCCCN1C(=O)c1cc(F)c(F)cc1Cl (stereo not given)	4%	17	?	3%
CCCc1cc(=O)[nH]c(SCC(=O)N(C)Cc2ccccc2)n1	-3%	4	-27	-3%
CC1=C(C(=O)OC(C)(C)C)C(c2cccs2)NC(=O)N1 (stereo not given)	·	·	-95*	-1%
O=C(CC(SCCO)c1ccc2c(c1)OCO2)c1ccco1 (stereo not given)	-12%	-6	?	-12%
O=S(=O)(c1ccc(N2CCOCC2)nc1)N1CCOCC1	3%	-8	13	-1%
Cc1cc2ccccc2nc1SCC(=O)Nc1nc(-c2ccccc2)cs1	3%	8	?	15%
COc1ccc(CC(=O)OCC(=O)NC(=O)NC(C)C)cc1	4%	-2	-11	2%
CCn1c(COc2ccccc2C)nnc1SCC(=O)Nc1ccc2c(c1)OCCO2	11%	7	-14	-2%
Cc1ccc(C)c(CSc2nnc(CCN)o2)c1	22%	0	17	1%
c1ccc(COc2ccc(CN3CCN(c4ccccn4)CC3)cc2)cc1	27%	9	-14	11%
CCOC(=O)C1CCN(C(=O)CN(c2ccc(OC)cc2)S(=O)(=O)c2c(C)nn(C)c2C)CC1	-2%	2	17	0%
CCC(=O)Nc1nnc(Cc2ccccc2)s1	1%	?	-16	9%
O=C(NCCCN1CCOCC1)c1cc(-c2ccc3c(c2)OCO3)nc2ccccc12	5%	-4	21	-5%
COc1ccccc1NS(=O)(=O)c1cc(C(=O)NCc2ccco2)ccc1C	4%	0	24	-3%
COc1ccc(C(C)=O)cc1COc1ccc(-n2cnnn2)cc1	-2%	-6	-1	11%

Exported field by field: 2 of the compounds above
CCOc1ccccc1NC(=O)CCCc1nc2ccccc2c(=O)[nH]1
  ALOX15B inhib: 11%	IMPase cell inh: 1	PNC inhibitor: ?	12-hLO inh: 4%

Cc1ccc(CSc2nnc3c(n2)OC2(Nc4ccccc4-3)C(=O)Nc3ccc(F)cc32)cc1 (stereo not given)
  ALOX15B inhib: -25%	IMPase cell inh: 10	PNC inhibitor: 13	12-hLO inh: -18%

(listing goes on)
structure	ALOX15B inhib	IMPase cell inh	PNC inhibitor	12-hLO inh
O=C(NCCCn1ccnc1)/C(=C\c1cccnc1)NC(=O)c1cccc(Br)c1	·	·	31	2%
Nn1c(COc2ccccc2)nnc1SCc1cc(=O)[nH]c2ccccc12	1%	8	3	-1%
CN1CCN(c2nc3c(c(=O)n(C)c(=O)n3C)n2CC(=O)C23CC4CC(CC(C4)C2)C3)CC1	24%	10	-2	-5%
O=C(c1ccccc1)N1CCc2ccccc21	-7%	2	0	-7%
Cc1ccccc1NC(=O)CSC1=C(C#N)C(c2ccsc2)CC(=O)N1 (stereo not given)	-5%	7	28	-2%
CCOC(=O)c1csc(NC(=O)CSc2nnnn2CC)n1	-1%	-4	-1	-5%
O=[N+]([O-])c1cccc(/C=N/N2CCN(c3ccccn3)CC2)c1	·	-6	33	4%
COc1cccc(/C=N/NC(=O)c2ccc(=O)n(C)c2)c1OC	·	1	-22	0%
CCC1(C(=O)OC)NC(c2ccco2)C2C(=O)N(c3ccccc3)C(=O)C21 (stereo not given)	-4%	7	15	-11%
COc1cc(-c2csc(C)n2)ccc1O	-9%	-10	27	3%
CC1=[N+]([O-])C(C)(C)C(C)N(O)C1=O (stereo not given)	-1%	-8	14	-2%
COc1ccc(C)cc1NC(=O)C1CCCN(S(=O)(=O)c2cccc3nonc23)C1 (stereo not given)	·	·	0	2%
O=C(/C=C/c1ccccc1Cl)NCCN1CCOCC1	6%	-1	-13	-1%
CCCC(c1nnnn1Cc1cccs1)N1CCN(c2nc3ccccc3s2)CC1 (stereo not given)	17%	18	?	0%
CCn1c(CSc2nc3ccccc3s2)nnc1SCC(=O)c1ccc(Cl)cc1	6%	3	25	-4%

Next part.
structure	ALOX15B inhib	IMPase cell inh	PNC inhibitor	12-hLO inh
CCN(CC)S(=O)(=O)c1cc(C(=O)O)ccc1Cl	2%	7	?	2%
Oc1ccc(-n2cnnn2)cc1	3%	-5	?	4%
CCc1nnc(NC(=O)CSc2nc3c(cc2C#N)CCC3)s1	-14%	?	?	0%
O=[N+]([O-])c1ccc(N2CCN(S(=O)(=O)c3ccccc3)CC2)cc1NCc1ccco1	·	1	-11	2%
O=C(COC(=O)c1cccs1)NCCC1=CCCCC1	·	-2	?	-3%
Cc1ccc(Cn2nnnc2CN2CCC(O)(c3ccc(F)cc3)CC2)cc1	10%	-6	-2	-11%
Fc1ccc(CN2C3=NCCCN3c3ccccc32)cc1	·	·	?	-2%
FC(F)(F)c1ccc(Oc2ccc3c(C(F)(F)F)cc(C(F)(F)F)nc3n2)cc1	12%	3	?	-3%
Oc1ccc(-c2n[nH]c(=S)n2-c2ccc3c(c2)OCCO3)c(O)c1	·	·	26	-8%
CC(=O)Nc1ccc(S(=O)(=O)N2CCC(NC(C)=O)(c3cccc(F)c3)CC2)cc1	-5%	1	23	4%
CC(Oc1ccc(Cl)cc1)C(=O)Nc1ncccn1 (stereo not given)	-3%	-11	-15	-5%
Cc1cccc(OCc2ccc(C(=O)Nc3ccc(F)cc3)cc2)c1	·	1	?	-2%
O=C(c1cnccn1)N1CCC2(CCN(Cc3ccccc3)CC2)CC1	3%	·	·	4%
Cc1cc(O)c(/C=N/Nc2ccccc2)c(=O)o1	12%[11.4 µM]	39[activator]	-15	?
CCOC(=O)c1ccc(NC(=O)COC(=O)Cc2csc(-c3ccccc3)n2)cc1	·	-8	?	0%

Remaining list, next part:
structure	ALOX15B inhib	IMPase cell inh	PNC inhibitor	12-hLO inh
FC(F)(F)c1nnc2ccc(N3CCOCC3)nn12	0%	7	?	1%
CSc1ccc(Cl)c(C(=O)NCCOc2ccccc2)c1	1%	7	21	-18%
CCOc1ccc(N2CC(=O)N(c3ccc(OCC)cc3)CC2=O)cc1	-9%	-4	-18	3%
COc1cc(NC(=O)CN2CC(c3ccccc3)CC2=O)cc(OC)c1 (stereo not given)	·	-6	-9	-4%
CCn1c(=O)cc(N2CCCCC2)[nH]c1=O	-6%	-1	29	1%
Cc1cc(C)nc(NC(=O)/C=C/c2cccs2)c1	32%[activator]	1	-2	0%
COc1ccc(CCN(C)C(=O)c2ccc(S(=O)(=O)NCc3ccco3)cc2)cc1OC	·	·	38	-2%
O=C(CCCn1c(SCC(=O)c2ccccc2)nc2ccccc2c1=O)NCC1CCCO1 (stereo not given)	-15%	0	9	-8%
CCOC(=O)CN(Cc1sccc1C)C(=O)Nc1ccc(OC)cc1OC	·	·	96	1%
Cc1ccc(C)c2[nH]c(=O)c(C(c3nnnn3CCc3ccccc3)N3CCOCC3)cc12 (stereo not given)	3%	4	12	-6%
Cn1c(SCC(=O)Nc2ccc3nc(SCC(=O)N4CCCC4)sc3c2)nnc1-c1ccc(N)cc1	?	5	17	-9%
COc1ccc(-n2c(Cc3cccn3C)nnc2SCC(=O)Nc2ccccc2OC)cc1	·	11	?	0%
Cc1ccc(NC2=C(Cl)C(=O)c3ccccc3C2=O)cc1	·	-6	-14	1%
Nc1ncn(C2OC(CO)C(O)C2O)c(=O)n1 (stereo not given)	-7%	·	·	-2%
Cc1ccc(NC(=O)C2CCN(S(=O)(=O)c3c(C)noc3/C=C/c3ccco3)CC2)nc1	·	·	?	-3%

The list goes on.
structure	ALOX15B inhib	IMPase cell inh	PNC inhibitor	12-hLO inh
CCc1nc(NCc2ccc3c(c2)OCO3)c2oc3ccccc3c2n1	41%[activator]	1	?	-15%
CC(C)NC(=O)c1cc2c(-c3ccc(Cl)cc3)nn(C)c2s1	-3%	0	27	1%
CCn1c(SCC(=O)NNC(=O)c2ccccc2)nnc1-c1ccncc1	2%[11.4 µM]	8[1.84 µM]	-9	-2%
COc1ccc2c(=O)cc(-c3ccccc3)oc2c1O	-5%	11	·	-1%
CCN(CC)S(=O)(=O)c1ccc(C(=O)OCn2nnc3ccccc3c2=O)cc1	2%	10	?	-1%
O=C(NCC1CCCO1)C(c1cccs1)N(Cc1cccs1)C(=O)Cn1nnc(-c2cccs2)n1 (stereo not given)	·	?	88	4%
O=C(NCc1ccccn1)C1CCN(S(=O)(=O)N2CCCC2)CC1	2%	0	21	-1%
Cn1c(=O)cc(N)n(Cc2ccccc2)c1=O	2%	·	20	-4%&2%
CCN(CC)C(=O)c1cnn(-c2ccccc2)c1NC(=O)c1ccco1	6%	-8	?	-2%
CCc1ccc(OCC(=O)NNC(=O)CSc2ncnc3sc(C)c(C)c23)cc1	?	-1	-17	15%
Cn1nc(C(=O)OCC(=O)N2CCc3ccccc32)c2ccccc2c1=O	-5%	-7	-24	1%
